NOD2 inhibition – NOD2 signaling inhibitors, cell-based, luminescence, uHTS, HEK293 (AID 1566) | HEK293 NOD2/NF-kB luciferase reporter, luminescence; higher % means a stronger effect | inhibition, % at 4 µM, or EC50 in µM where a hit was titrated | 290,000 compounds, 0.63% hits; note: many of its hits are not listed in these tables
Yfh1-off respiration – enhancers of respiration in Yfh1-depleted yeast, dose response, Friedreich's ataxia, plus single-dose screen (AID 1465). S. cerevisiae Yfh1-off respiration, WST-1 reduction, 72 h; higher fold induction means a stronger effect. fold induction at 50 µM, or EC50 in µM where a hit was titrated. 220,000 compounds, 0.074% hits;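 active = fold induction of absorbance versus untreated yeast above a set limit, then at least 30% activation at any dose in follow-up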;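 note: activators that raise dye reduction in frataxin-depleted yeast; strong numbers were not always called active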
KOR beta-arrestin-1 – KOR antagonists, beta-arrestin recruitment, cell-based, luminescence, uHTS (AID 1778). KOR beta-arrestin recruitment, luminescence, antagonist mode; higher % means a stronger effect. inhibition, % at 10 µM; hits with a dose series show IC50 in µM. 290,000 compounds, 0.091% hits; note: strong numbers were not always called active
NS5 inhibitors – Dengue-2 NS5 methyltransferase inhibitors, primary screen, biochemical, confirmation dose response (AID 588689); Genome polyprotein (Dengue virus type 2 (strain 16681-PDK53)); Dengue-2 NS5 methyltransferase capping enzyme assay, biochemical; higher % means a stronger effect; inhibition, % at 25 µM, or IC50 in µM where a hit was titrated; 340,000 compounds, 0.3% hits; in the data active = a potency from the dose series
KOR beta-arrestin-2 – KOR agonists, beta-arrestin recruitment, primary screen, cell-based, luminescence, uHTS (AID 1777); Kappa-type opioid receptor (Homo sapiens); KOR beta-arrestin recruitment, luminescence; higher % means a stronger effect; one-dose activation, % at 10 µM; EC50 in µM for titrated hits; 280,000 compounds, 0.02% hits; in the data active = activation above about 50%, passing the limit was not always enough; note: a part of the inactive calls stands beside numbers as strong as those of hits
AID2073 – inhibitors of Mint1-CaV2.2 protein interaction, biochemical, HTRF (AID 2073); 290,000 compounds, 0.19% hits; inhibition, % at 20 µM; hits with a dose series show IC50 in µM; Voltage-dependent N-type calcium channel subunit alpha-1B (Homo sapiens); HTRF protein-protein interaction, Mint1-CaV2.2; higher % means a stronger effect; in the data active = inhibition mostly above about 51%, no sharp cut-off; note: some results filed as inactive read as strong as hits
West Nile antiviral – West Nile virus antiviral activity, cell-based, CPE readout (AID 1621) | West Nile virus-infected cells, CPE inhibition; higher % means a stronger effect | 290,000 compounds, 0.02% hits | one-dose CPE inhibition, % at 10 µM; IC50 in µM for titrated hits; in the data active = a potency from the dose series; note: strong numbers were not always called active
HIV peptide binding – inhibitors of HIV fusion peptide binding, primary screen, biochemical, uHTS, fluorescence dequenching (AID 1986); one-dose inhibition, % at 20 µM; IC50 in µM for titrated hits; 290,000 compounds, 0.3% hits; cell-free peptide binding, fluorescence dequenching, 30 min; higher % means a stronger effect; in the data active = inhibition mostly above about 52%, no sharp cut-off; inactive = mostly below about 76%; note: some results filed as inactive read as strong as hits
NOD1 inhibition – NOD1 signaling inhibitors, primary screen, cell-based, luminescence, uHTS (AID 1578); NOD1-driven NF-kB luciferase reporter cells, luminescence; higher % means a stronger effect; inhibition, % at 4 µM; hits with a dose series show EC50 in µM; 290,000 compounds, 1% hits; in the data active = inhibition mostly above about 36%, no sharp cut-off; inactive = mostly below about 34%;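 note: HEK-293T reporter cells stimulated with the NOD1 agonist gamma-tri-DAP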
* hit, by the source's call; i = inactive; x = not tested or not shown; & = joins results of further samples; [ ] = remark or other dose. Cut-off read from the data, not from the text of the source, unless noted: active = inhibition above about 50%; inactive = the rest. Not all compounds are listed; rates above refer to the full screens.

Preview, five compounds:
The line under a structure holds: NOD2 inhibition	Yfh1-off respiration	KOR beta-arrestin-1	NS5 inhibitors	KOR beta-arrestin-2	AID2073	West Nile antiviral	HIV peptide binding	NOD1 inhibition
- O=C(O)CC(NS(=O)(=O)c1cccc2nsnc12)c1ccc(F)cc1 (configuration not stated)
→ -2%	i	11%	0%	1.5%	20%	0.1%	-1.3%	-23%
- CC1=NCCN1CCNC(=O)Nc1ccc(F)cc1
→ 3%	i	0%	x	1.5%	21%	1.4%	1.2%	-6%
- CCOc1cc(CNCCc2ccc(S(N)(=O)=O)cc2)ccc1OCc1ccc(Cl)cc1
→ 23%	i	-61%	-2%	2.2%	0%	-1.0%	-1.9%	11%
- O=C1CC(NCCc2ccccc2)C(=O)N1CCc1ccccc1 (configuration not stated)
→ -4%	i	20%	1%	-5.6%	30%	0.0%	-1.4%	-12%
- CC(C)[C@H](NC(=O)[C@@H]1CSC2c3ccccc3C(=O)N21)C(=O)NCC1CCCO1 (some centres not stated)
→ 6%	x	12%	2%	-2.4%	9%	-0.2%	1.4%	-2%

Results, from the start:
The line under a structure holds: NOD2 inhibition	Yfh1-off respiration	KOR beta-arrestin-1	NS5 inhibitors	KOR beta-arrestin-2	AID2073	West Nile antiviral	HIV peptide binding	NOD1 inhibition
- O=C(O)CC(NS(=O)(=O)c1cccc2nsnc12)c1ccc(F)cc1 (configuration not stated)
→ -2%	i	11%	0%	1.5%	20%	0.1%	-1.3%	-23%
- CC1=NCCN1CCNC(=O)Nc1ccc(F)cc1
→ 3%	i	0%	x	1.5%	21%	1.4%	1.2%	-6%
- CCOc1cc(CNCCc2ccc(S(N)(=O)=O)cc2)ccc1OCc1ccc(Cl)cc1
→ 23%	i	-61%	-2%	2.2%	0%	-1.0%	-1.9%	11%
- O=C1CC(NCCc2ccccc2)C(=O)N1CCc1ccccc1 (configuration not stated)
→ -4%	i	20%	1%	-5.6%	30%	0.0%	-1.4%	-12%
- CC(C)[C@H](NC(=O)[C@@H]1CSC2c3ccccc3C(=O)N21)C(=O)NCC1CCCO1 (some centres not stated)
→ 6%	x	12%	2%	-2.4%	9%	-0.2%	1.4%	-2%
- Cc1c([N+](=O)[O-])cc(S(=O)(=O)Nc2ccncc2)cc1[N+](=O)[O-]
→ 9%	i	-16%	0%	-4.4%	-5%	2.2%	-0.6%	-7%
- COc1ccc(S(=O)(=O)N(C)Cc2cccs2)cc1Br
→ -17%	i	-12%	-5%	x	-4%	0.6%	-3.1%	0%
- O=C(CSc1nnc(-c2ccc(O)cc2)o1)N1CCOCC1
→ -6%	i	-6%	-7%	6.5%	0%	0.4%	-0.2%	-35%
- COc1cccc(N2CCN(C(=O)CN(C)S(=O)(=O)c3ccc4c(c3)CCC(=O)N4)CC2)c1
→ 2%	i	-17%	-1%	-6.6%	-8%	-0.2%	16%	22%
- CC(C)(C)c1ccc(O)c(/C=N\O)c1
→ -3%	i	-26%	-10%	-3.8%	3%	0.5%	-2.7%	-21%
- O=C(O)C1CCCCC1C(=O)NCc1ccc2c(c1)OCO2 (configuration not stated)
→ 8%	i	-3%	x	-4.8%	-1%	0.5%	0.3%	-24%
- CC(=O)c1cccc(NC(=O)CN2C(=S)NC(C)(C)CC2C)c1 (configuration not stated)
→ 2%	i	29%	-8%	-4.6%	-1%	0.0%	-0.7%	-28%
- c1ccc2c(NC3C4CC5CC(C4)CC3C5)nc(N3CCOCC3)nc2c1 (configuration not stated)
→ 9%	i	-138%[20 µM]	-5%	3.5%	0%	-0.7%	-1.1%	0%
- Cc1oc(-c2ccc(Cl)cc2)nc1CS(=O)CC(=O)NCCCN1CCOCC1 (configuration not stated)
→ 17%	x	0%	-9%	-2.0%	4%	-0.5%	-0.2%	-19%
- CC(C)(C)c1ccc(NC(=O)COC(=O)CCc2nc3ccccc3c(=O)[nH]2)cc1
→ 1%	i	-4%	0%	1.9%	-3%	0.1%	-0.4%	-9%
- CCCCn1c2ccc(F)cc2c2nnc(SCCN3CCOCC3)nc21
→ 7%	x	-19%	-11%	0.3%	-29%	-1.4%	-1.3%	-7%
- CCN(CC)c1ccc(C(=O)N/N=C(\C)c2cccnc2)cc1
→ 1%	i	-2%	1%	3.9%	11%	0.5%	1.7%	-22%
- CC(C)(C)C(=O)CNCC(=O)C(C)(C)C
→ 0%	i	-29%	5%	3.5%	4%	-0.1%	0.1%	6%
- COC(=O)c1scc(C)c1N1C(=O)c2ccccc2C1=O
→ 7%	i	1%	x	-4.4%	11%	-0.1%	0.1%	4%
- Cn1nc(C(F)(F)F)c(-c2ccccc2)c1NC(=O)c1nccnc1C(=O)O
→ -14%	i	-1%	-6%	x	6%	0.9%	-1.2%	20%
- CNC(=O)CSc1nccn1Cc1ccc(Cl)cc1
→ -6%	i	3%	-10%	1.9%	-8%	-1.1%	-1.9%	-45%
- CC(C(=O)c1ccc(-c2ccccc2)cc1)[n+]1ccccc1 (configuration not stated)
→ 15%	i	-30%	0%	2.0%	3%	1.8%	0.1%	-5%
- N#Cc1nc(-c2ccc(F)cc2)oc1NCCN1CCOCC1
→ -11%	i	-10%	-3%	-3.4%	10%	0.2%	-1.6%	-21%
- O=C(Nc1nccs1)c1ccc(F)c(S(=O)(=O)N2CCOCC2)c1
→ -10%	x	-1%	1%	0.7%	11%	-0.2%	0.6%	-4%
- O=C(CN1CCN(c2cccc(Cl)c2)CC1)Nc1ccc([N+](=O)[O-])cc1C(=O)Nc1ccccc1F
→ 2%	i	-6%	3%	3.6%	4%	-0.5%	-2.2%	18%
- O=[N+]([O-])c1cccc(-n2nnnc2CN2CCCCCC2)c1
→ 8%	i	-16%	0%	-1.5%	4%	0.9%	-0.6%	-22%
- COc1cccc(-c2nc(CS(=O)(=O)CC(=O)Nc3ccc(C(C)=O)cc3)c(C)o2)c1
→ 14%	x	-37%	-4%	0.0%	4%	-0.3%	1.8%	-18%
- CC(=O)NS(=O)(=O)c1ccc(N=NN2CCCCC2)cc1
→ 0%	i	-2%	-3%	2.0%	1%	-0.4%	2.0%	-32%
- C#CCOCCOCCOCCNc1nc(N2CCN(C(=O)Cn3cc(CC(C)O)nn3)CC2)nc(N2CCN(C(=O)Cn3cc(CC(C)O)nn3)CC2)n1 (configuration not stated)
→ -5%	i	-34%	-6%	0.1%	-1%	-0.1%	0.4%	-37%
- COc1ccc(-c2nn(-c3ccccc3C)cc2CNCCc2cnc[nH]2)cc1F
→ 13%	i	-16%[20 µM]	-4%	x	10%	0.5%	-0.8%	-28%
- CCOc1ccc(NC(=O)CSc2nncc(=O)n2N)cc1
→ -9%	x	-17%	3%	0.5%	4%	-0.1%	-1.2%	-11%
- CC1CCC(NC(=O)CC(NC(N)=O)c2ccccc2Cl)CC1 (configuration not stated)
→ -10%	x	-20%	-2%	1.6%	-1%	0.1%	-0.2%	-14%
- CCn1c(SCC(=O)c2cc(OC)ccc2OC)nc2c1c(=O)n(C)c(=O)n2C
→ 9%	x	3%	x	-6.3%	1%	x	1.3%	-6%
- N#Cc1cccc(-n2nnnc2-c2ccccn2)c1
→ 10%	i	19%	-1%	2.5%	-3%	0.0%	-4.1%	-8%
- Cc1cc(C(=O)N/N=C/c2ccc(-c3cccc([N+](=O)[O-])c3)o2)n[nH]1
→ -13%	x	-32%	5%	0.7%	0%	-0.5%	-1.2%	-35%
- COc1ccc(COCC(O)CN(Cc2ccccc2)C(C)C)cc1OC (configuration not stated)
→ 11%	i	21%	-12%	-2.8%	8%	-0.7%	1.2%	-25%
- COCCCn1c(SCCc2ccccc2)nc2cc(OC)c(OC)cc2c1=N
→ -10%	i	-42%	-6%	5.4%	11%	0.1%	-5.3%	50%*
- Cc1ccccc1Cn1c(=O)n(-c2ccccc2)c(=O)c2ccc(C(=O)NCc3ccco3)cc21
→ 6%	x	21%	-4%	-0.4%	17%	x	2.3%	-84%
- Cc1cccc(NC(=S)Nn2cnnc2)c1C
→ 10%	i	-34%[20 µM]	2%	-3.1%	6%	0.7%	-1.2%	-17%
- COc1cccc(/C=C/C(=O)Nc2cccc(C(C)=O)c2)c1OC
→ -42%	i	-20%	-5%	-0.8%	8%	-0.4%	-2.1%	-40%
- C=CCN(CC=C)C(=O)C(=O)c1ccn(-c2c(C)csc2C(=O)OC)c1
→ 3%	i	-4%	x	3.2%	7%	0.2%	-0.4%	-23%
- CCOc1ccc(CCNC(=O)CSc2n[nH]c(N)n2)cc1OCC
→ 21%	x	11%	4%	-4.1%	9%	0.3%	-0.6%	-14%
- COc1ccc(OCC(=O)N/N=C(\C)CC(=O)Nc2ccc(NC(C)=O)cc2)cc1
→ 1%	x	-16%	3%	10%	8%	0.1%	0.5%	-30%
- COc1ccc(C(=O)NCCc2nnc(SCC(=O)Nc3ccccc3F)n2C)cc1
→ 1%	i	-5%	-4%	-5.6%	-6%	1.6%	-1.2%	-48%
- CCSc1nc(N)c(NC(=O)c2ccc(Br)o2)c(=O)[nH]1
→ 3%	x	0%	-8%	0.9%	-9%	0.1%	-2.3%	-34%
- CCCCn1c(CNC(=O)C23CC4CC(CC(C4)C2)C3)nnc1SCC(=O)Nc1nnc(C)s1
→ 1%	i	17%	-3%	-4.7%	5%	0.1%	2.4%	-21%
- O=C(COc1ccccc1)Nc1nnc(-c2ccccc2Cl)o1
→ -4%	x	-28%	-10%	8.7%	14%	-0.4%	4.4%	-44%
- Cc1c(Cl)cccc1NC(=O)NNC(=O)CCc1ccccc1
→ -3%	x	33%	-5%	-4.5%	7%	0.3%	-2.4%	28%
- Cc1cccc(/C=N/n2c(C3CCCCC3)n[nH]c2=S)c1
→ 20%	x	18%	-6%	-4.1%	-33%	0.0%	0.1%	-5%
- CN1CCN(c2ccccc2NC(=O)c2ccc(-c3ccccc3[N+](=O)[O-])o2)CC1
→ -23%	x	2%	-13%	0.2%	-12%	0.4%	-2.9%	-2%
- COc1ccc(Br)cc1C1CC(=O)C(C)C(c2cc(Br)ccc2OC)N1 (configuration not stated)
→ -25%	x	-17%	1%	-1.0%	24%	-0.5%	0.9%	-12%
- Cc1ccccc1-n1nc(C)c2cc(C(=O)NC3CC3)sc21
→ -8%	i	-23%	-1%	-0.6%	1%	1.9%	1.1%	-28%
- CCc1c(C)sc(NC(=O)C2CC2c2ccccc2)c1C(N)=O (configuration not stated)
→ -49%	i	20%	-5%	-2.3%	-15%	-0.2%	-1.5%	21%
- CCOC(=O)NNC(=O)c1[nH]c2ccc(Br)cc2c1-c1ccccc1
→ 16%	x	10%	-3%	-2.3%	16%	-0.1%	1.3%	2%
- Cc1cn(-c2cc(C(=O)Nc3ccc(C)c(NC(=O)N4CCNC4=O)c3)cc(C(F)(F)F)c2)cn1
→ 21%	i	-20%	-6%&-2%	13%	55%	-0.3%	2.2%	-3%
- CC1(C)SC(=S)N(/N=C/c2cccnc2)C1N(O)C(=O)NC1CCCCC1 (configuration not stated)
→ 9%	i	-6%	2%	-0.2%	-12%	-0.1%	0.3%	-11%
- COCCCNC(=O)c1cc(C(=O)c2c(-c3c(Cl)cccc3Cl)noc2C)c[nH]1
→ 7%	i	-25%	-5%	6.1%	-5%	-0.3%	0.1%	7%
- CC(C)c1nnc(NC(=O)C2CCN(C(=O)Nc3ccccc3)CC2)s1
→ 15%	x	-22%	-2%	-3.1%	0%	-0.6%	0.0%	-45%

Screening results from PubChem BioAssay.
